# E coli WT exp: E. coli BW25113 growth inhibition, expanded screen; OD600 absorbance; growth inhibition, % at 100 µM; hit rate 0.15% among 98,000; AID 710;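 active = growth inhibition above about 50% at one test dose, limit read from the data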;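 also: growth measured after 20 h incubation at 37 °C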
# H69AR inhibit: blocks growth of human H69AR lung tumor cells. H69AR lung tumor viability, ATP luminescence, 72 h; hits give low values. viability, % at 10 µM. hit rate 6% among 85,000;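 active = viability at or below 40%; inactive = viability above 40%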;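 also: multidrug resistant small cell line overexpressing MRP-1 efflux transporter; 100% = mean luminescence of untreated control wells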
# S1P2 agonist: agonists of human S1P2 receptor. O95136. S1P2-expressing cell line, agonist reporter read-out. activation, % at 4.5 µM. hit rate 0.46% among 97,000; in the data active = activation above about 16%;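 also: 0% = vehicle low control and 100% = maximal reference agonist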
# Target sequence (O95136 whole entry, looked up): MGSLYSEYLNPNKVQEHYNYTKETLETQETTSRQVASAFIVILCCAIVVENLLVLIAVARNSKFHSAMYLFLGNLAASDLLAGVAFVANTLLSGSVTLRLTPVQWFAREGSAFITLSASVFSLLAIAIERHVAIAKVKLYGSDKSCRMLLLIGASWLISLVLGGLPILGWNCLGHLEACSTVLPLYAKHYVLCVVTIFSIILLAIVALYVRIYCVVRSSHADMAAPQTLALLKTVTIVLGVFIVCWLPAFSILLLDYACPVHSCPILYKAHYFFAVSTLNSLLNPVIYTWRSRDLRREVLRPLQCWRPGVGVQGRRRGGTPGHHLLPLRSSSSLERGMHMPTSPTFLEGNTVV
# PostGolgi yeast: growth inhibition of a yeast mutant, post-Golgi transport screen; post-Golgi transport phenotypic cell assay; inhibition, % at 10 µM; hit rate 0.9% among 98,000; AID 739;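 also: yeast cells grown in 1536-well plates; yeast grown about 18 h at 30C before absorbance read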
# hDAT+cocaine: modulates human dopamine transporter uptake under cocaine; LLC-PK1 hDAT cells, [14C]-dopamine uptake with cocaine IC80; actives deviate in either direction; B-score at 10 µM; hit rate 1.3% among 110,000;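 active = Z score or B-score, a plate-position-corrected score, falls beyond the plate's 99.7% confidence bounds, in either direction; inactive = both scores lie inside the 99.7% bounds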;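 also: scored against the spread of the other compound wells on the same plate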
# Target sequence (Q01959 whole entry, looked up): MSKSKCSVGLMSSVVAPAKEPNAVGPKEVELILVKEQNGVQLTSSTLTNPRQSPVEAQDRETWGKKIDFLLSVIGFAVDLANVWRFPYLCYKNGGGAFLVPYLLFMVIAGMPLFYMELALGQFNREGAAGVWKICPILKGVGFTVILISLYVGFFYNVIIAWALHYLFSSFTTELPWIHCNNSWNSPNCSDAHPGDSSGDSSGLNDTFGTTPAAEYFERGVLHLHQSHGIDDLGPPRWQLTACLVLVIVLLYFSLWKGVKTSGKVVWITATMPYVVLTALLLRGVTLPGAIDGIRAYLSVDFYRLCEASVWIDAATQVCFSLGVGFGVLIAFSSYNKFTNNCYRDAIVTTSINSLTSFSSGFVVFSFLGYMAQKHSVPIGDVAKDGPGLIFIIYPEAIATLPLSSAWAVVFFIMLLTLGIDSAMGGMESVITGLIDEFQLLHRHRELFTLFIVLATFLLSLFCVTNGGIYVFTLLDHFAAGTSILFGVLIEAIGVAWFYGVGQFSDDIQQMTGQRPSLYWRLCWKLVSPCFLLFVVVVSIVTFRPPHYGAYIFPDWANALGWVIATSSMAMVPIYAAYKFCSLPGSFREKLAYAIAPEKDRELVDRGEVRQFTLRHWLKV
# Fibroblast inh: blocks proliferation of human lung fibroblasts; LL 47 human lung fibroblast viability, ATP luminescence; hits give low values; viability, % at 10 µM; hit rate 1.1% among 85,000; AID 719;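 active = viability at or below 50% in the single dose screen; inactive = viability above 50%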;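 also: compound exposure lasted 72 h before the ATP readout; 100% = median luminescence of untreated cell-only wells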
#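 Material: Human LL 47 lung fibroblast cells | Input: 1,150 cells/well | Buffer or medium: IMEM plus 15% FBS | Compound dosing: 0.1% DMSO in all compound wells | Times: Overnight cell rest, 72 h compound treatment at 37 °C | Signal: CellTiter-Glo luminescence measuring cellular ATP | Measure: % viability versus median cells-only luminescence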
# S1P2 antag: S1P2 (human) receptor antagonism; O95136; cell-based S1P2 antagonist assay, inhibition at 5 uM; inhibition, % at 5 µM; hit rate 0.21% among 97,000; in the data active = inhibition above about 45%;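 also: CRE beta-lactamase reporter cells expressing human S1P2 stimulated with S1P; 0% = agonist at EC80 alone and 100% = agonist plus reference antagonist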
# HUVEC inhibit: blocks proliferation of human endothelial cells; HUVEC proliferation, CellTiter-Glo luminescence, 72 h; hits give low values; viability, % at 10 µM (by protocol); hit rate 1.1% among 86,000; AID 648;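 active = viability at or below 30%; inactive = viability above 30%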;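 also: 100% = median luminescence of DMSO-only cell control wells on each plate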
# PostGolgi ctrl: yeast control strain growth, post-Golgi counter-screen; efflux-deficient yeast background strain, growth absorbance A615, 16 h; inhibition, % at 10 µM; hit rate 5% among 98,000
# The depositor's hits bear a star; nt = not tested or not shown. Rule as the data show it, unless noted: active = inhibition above about 30%; inactive = the rest.
SMILES,E coli WT exp,H69AR inhibit,S1P2 agonist,PostGolgi yeast,hDAT+cocaine,Fibroblast inh,S1P2 antag,HUVEC inhibit,PostGolgi ctrl
COc1ccc(C(=O)C(CCCCC(CN(C)C)C(=O)c2ccc(OC)cc2)CN(C)C)cc1 (configuration not stated),2.0,nt,-0.9,5.5,nt,nt,10.9,nt,-1.1
Cc1ccc(CNC(=O)C2CCCN2C(=O)NCc2ccccc2)cc1 (configuration not stated),8.0,86.0,-8.4,3.4,1.42,101.8,2.8,101.6,0.7
COC(=O)c1cnn(-c2cc(Oc3ccccc3)ncn2)c1N,0.0,nt,-5.2,6.2,-0.523,nt,-8.4,nt,-1.6
COc1cccc(-n2nc(-c3ccnn3-c3ccc(C)cc3)c(=O)n(C)c2=O)c1,-3.0,84.7,-1.8,3.5,-0.815,99.9,-17.1,101.6,7.8
CCCOc1ccc(/C(O)=C2/C(=O)C(=O)N(CCN(C)C)C2c2ccncc2)cc1 (configuration not stated),nt,95.9,-5.1,nt,0.156,113.0,-17.6,100.3,nt
COc1ccc(OCCC(=O)Nc2cc(C)on2)cc1,15.0,104.5,-2.7,4.3,0.203,110.2,20.8,101.2,10.6
CC(C)N(Cc1nc(-c2ccccc2)no1)C(=O)CSc1ccccc1,-5.0,82.7,-3.2,-6.6,0.217,83.1,9.0,101.0,26.3
Cc1cc(C)n(-c2c(F)c(F)c(CO)c(F)c2F)n1,7.0,110.1,2.5,0.0,-0.428,104.6,8.9,100.7,-0.1
COc1cccc(CNS(=O)(=O)c2cc(Br)cc3c2N(C(C)=O)C(C)C3)c1 (configuration not stated),-8.0,91.5,-4.1,16.1,-0.0962,104.2,-25.2,89.8,8.6
c1ccc2c(-c3c[nH]c4ccccc34)c3ccccc3nc2c1,-10.0,nt,-1.3,1.1,nt,nt,7.3,nt,50.0*
CCc1cc(-c2n[nH]c(C)c2-c2nc3ccccc3n2C)c(O)c(CN2CCN(C)CC2)c1O,4.0,16.1*,3.1,2.0,0.949,nt,-3.3,79.2,22.2
COc1ccc(-c2coc3c(CN4CCCCC4)c(O)c(CN4CCCCC4)c(O)c3c2=O)cc1,-3.0,7.2*,nt,-23.4,1.14,85.4,nt,84.9,3.0
COC(=O)c1ccc(CSc2nc3c(cnn3-c3ccc(C)c(C)c3)c(=O)[nH]2)o1,nt,80.3,-7.2,nt,2.05,102.4,5.6,71.5,nt
O=S(=O)(c1cccc(-c2cn3cccnc3n2)c1)N1CCCCCC1,4.0,88.7,-2.9,8.1,0.378,96.0,-13.5,90.6,13.0
Cc1ccccc1Nc1nc(CSc2nnc(-c3ccoc3C)n2C)cs1,3.0,85.2,-10.6,0.6,2.63,97.0,15.8,87.3,-0.6
COc1ccccc1Oc1c(C)oc2c(CN3CCN(C)CC3)c(O)ccc2c1=O,0.0,93.9,-5.8,-4.3,nt,91.7,11.6,95.7,13.3
O=C(COC(=O)Cc1ccc(S(=O)(=O)N2CCOCC2)s1)Nc1ccc2c(c1)OCO2,-11.0,nt,3.0,-6.3,0.415,nt,-22.8,nt,-3.3
CCC(C)Oc1nc2ccccc2nc1NS(=O)(=O)c1ccccc1 (configuration not stated),-1.0,84.0,-0.1,-5.1,-0.632,107.3,-2.9,94.4,31.3*
O=S(=O)(c1cnccc1N1CCN(/N=C/c2ccccc2)CC1)N1CCCCC1,-1.0,nt,-5.7,6.6,0.0869,nt,4.7,nt,17.1
COc1cc(OC)c2c(C)c(Cl)c(=O)oc2c1,0.0,84.1,-7.1,-1.6,-0.191,94.1,3.3,65.8,9.8
COC(=O)c1ccccc1NC(=O)/C=N/O,-1.0,75.7,-1.8,-1.4,0.524,105.5,-6.9,101.4,1.1
COc1ccc(Nc2ncc3c(n2)CC(c2ccc(C)cc2)CC3=O)cc1 (configuration not stated),-9.0,90.2,-5.7,-3.4,0.249,100.4,19.6,89.4,14.7
C=CCOc1nc2c(c(=O)n(C)c(=O)n2C)n1Cc1ccc(Cl)cc1Cl,-5.0,83.0,nt,-5.0,-0.15,106.7,nt,91.5,27.3
COc1ccc(C2NC(=O)c3ccccc3N2)cc1OC (configuration not stated),-1.0,82.7,-1.9,15.6,0.465,97.8,-23.8,95.1,-4.2
CC(C(=O)OCC(=O)Nc1ccc(S(=O)(=O)N2CCCCC2)cc1)N1C(=O)c2ccccc2C1=O (configuration not stated),2.0,nt,-2.7,1.6,-0.652,nt,8.7,nt,0.9

# Random excerpt: 4 entries already listed, in no set order.
SMILES,E coli WT exp,H69AR inhibit,S1P2 agonist,PostGolgi yeast,hDAT+cocaine,Fibroblast inh,S1P2 antag,HUVEC inhibit,PostGolgi ctrl
CC(C)N(Cc1nc(-c2ccccc2)no1)C(=O)CSc1ccccc1,-5.0,82.7,-3.2,-6.6,0.217,83.1,9.0,101.0,26.3
CCCOc1ccc(/C(O)=C2/C(=O)C(=O)N(CCN(C)C)C2c2ccncc2)cc1 (configuration not stated),nt,95.9,-5.1,nt,0.156,113.0,-17.6,100.3,nt
COc1cccc(-n2nc(-c3ccnn3-c3ccc(C)cc3)c(=O)n(C)c2=O)c1,-3.0,84.7,-1.8,3.5,-0.815,99.9,-17.1,101.6,7.8
COc1ccc(C2NC(=O)c3ccccc3N2)cc1OC (configuration not stated),-1.0,82.7,-1.9,15.6,0.465,97.8,-23.8,95.1,-4.2

# Other entries follow.
SMILES,E coli WT exp,H69AR inhibit,S1P2 agonist,PostGolgi yeast,hDAT+cocaine,Fibroblast inh,S1P2 antag,HUVEC inhibit,PostGolgi ctrl
COc1cc2c(cc1OC)C(C(=O)NCc1ccco1)C(c1cccs1)N(C)C2=O (configuration not stated),4.0,103.2,-1.6,-2.5,-0.225,98.6,3.4,93.3,14.2
NS(=O)(=O)c1ccc(NS(=O)(=O)c2ccc(NC(=O)c3ccc(-c4ccccc4)cc3)cc2)cc1,-9.0,nt,-6.5,-3.4,nt,nt,24.3,nt,-1.4
CCCC12CN(C(=O)c3ccc(OC)cc3)CC(C)(CN(C(=O)c3ccc(OC)cc3)C1)C2=O,-9.0,81.4,-5.0,1.7,1.53,103.8,7.7,101.9,4.8
O=C(Nc1ccccc1N1CCOCC1)c1ccc([N+](=O)[O-])cc1,-4.0,nt,-1.2,2.4,0.893,nt,-9.2,nt,2.2
O=C1OCc2cc(NC(=O)C34CC5CC(CC(C5)C3)C4)ccc21,-3.0,85.9,-7.0,-0.3,-0.557,96.7,11.2,98.9,9.5
Cc1ccc(/C(O)=C2\C(=O)C(=O)N(c3cc(C)on3)C2c2cccc(Br)c2)cc1 (configuration not stated),-7.0,nt,-5.5,2.4,0.915,100.1,8.0,85.1,-1.2
Cc1ccc(C2CC(=O)NC(SCCC(C)C)=C2C#N)cc1 (configuration not stated),-4.0,75.3,-5.2,-0.9,0.0641,100.3,4.8,66.3,24.2
CC(C)CCN1CC(C(=O)NCCC2=CCCCC2)CC1=O (configuration not stated),-3.0,99.0,-9.9,-1.4,-0.426,90.9,18.9,93.2,0.0
CCOC(=O)N1CCN(c2nc(-c3ccc(F)cc3)cs2)CC1,-5.0,112.5,-3.0,-4.6,-0.243,115.2,-20.2,101.7,7.0
CCN(CC)C(=O)Cn1nnc(-c2ccc(C)o2)n1,-6.0,96.2,-6.3,2.8,-0.837,97.5,2.0,101.9,19.0
CC(C)CC(=O)c1c[nH]c(C(=O)NCCc2ccccn2)c1,3.0,nt,-4.3,3.5,-0.94,nt,3.0,nt,10.1
CCCN1C2=NCCCN2c2ccccc21,-2.0,95.6,-2.2,6.2,-1.47,99.4,5.1,103.7,38.5*
COc1ccccc1C1(CC(=O)Nc2nccs2)CCOC(C(C)C)C1 (configuration not stated),-3.0,nt,-10.0,-6.6,0.365,nt,10.0,nt,2.9
COc1ccc(OCCSc2nnc(-c3ccoc3C)n2C)cc1,0.0,103.6,-2.5,-13.8,0.203,106.5,-0.7,100.8,5.0
COc1ccc(-c2cc(NCCc3ccncc3)n3ncnc3n2)cc1,0.0,78.9,nt,1.6,-0.00352,102.8,nt,93.2,2.3
COc1ccccc1-n1c(CNC(=O)c2ccco2)nnc1SCC(=O)Nc1nccs1,5.0,33.4*,-6.8,-4.0,0.0442,95.0,-21.5,71.2,0.7
N#CCCn1c(Cl)nc2ccccc21,8.0,97.6,-2.0,3.4,-1.06,86.8,4.8,99.5,8.7
CC(=O)Nc1ccc(C(=O)N2CCN(C(=O)c3ccco3)CC2)cc1,4.0,98.3,-1.0,2.4,0.386,95.0,10.4,86.7,-17.2
COc1ccc(C(=O)N=c2c(C#N)cc3c(=O)n4cccc(C)c4nc3n2Cc2ccco2)cc1,-4.0,67.1,0.6,-1.3,nt,78.4,-11.7,83.6,8.5
CCOC(=O)CNC(=O)c1ccc(C)cc1,5.0,99.4,-1.6,21.5,0.778,103.8,-4.1,104.6,0.2
O=C1CC(Cc2ccccc2)C(=O)N1CCCn1ccnc1 (configuration not stated),0.0,84.7,-7.6,9.8,nt,96.5,13.8,95.8,2.4
O=C(CCCn1c(=S)[nH]c2cc3c(cc2c1=O)OCO3)N1CCN(c2ccccc2)CC1,-2.0,83.1,-6.8,-2.9,-0.795,98.2,1.0,83.6,-1.5
C=CCn1c(=O)c2c(C)c(C)sc2n2c(Nc3ccccc3)nnc12,-6.0,76.5,-1.9,2.4,0.0676,99.1,-4.7,106.6,17.2
OC(CN1CCOCC1)Cn1c(-c2cccc(Cl)c2)nc2ccccc21 (configuration not stated),-6.0,94.6,-1.3,4.2,-1.2,103.1,-2.3,93.4,7.7
CN1CCC(N(C)C(=O)c2ccccc2Nc2ccc(SC(F)F)cc2)CC1,-3.0,92.0,-4.7,2.3,-0.177,90.8,10.0,102.8,10.7
SMILES,E coli WT exp,H69AR inhibit,S1P2 agonist,PostGolgi yeast,hDAT+cocaine,Fibroblast inh,S1P2 antag,HUVEC inhibit,PostGolgi ctrl
O=C(COC(=O)C12CC3CC(CC(C3)C1)C2)NCc1ccco1,0.0,83.8,-2.2,-5.0,-0.0201,100.9,-12.3,102.0,17.3
CCCOc1ccc(N2C(=O)CC(N3CCC(O)(c4cccc(C(F)(F)F)c4)CC3)C2=O)cc1 (configuration not stated),1.0,99.4,-7.1,-7.3,0.263,93.2,13.9,99.1,-1.1
CCOC(=O)C1CCN(CC(=O)c2c(C)[nH]c3ccccc23)CC1,2.0,94.2,-1.5,22.9,-1.21,91.9,-7.1,90.9,15.1
COc1cc2nc(C3CCC3)n(NC(=O)C3CCC(OC)CC3)c(=O)c2cc1OC (configuration not stated),9.0,90.8,-1.2,-3.1,-0.103,104.9,8.0,96.6,7.9
CCn1c(C)c(C(C)=O)c(N2CCN(c3ccc(F)cc3)CC2)nc1=S,-1.0,85.8,-1.4,-4.2,-0.297,98.4,-20.2,103.5,8.5
COc1ccc(-c2cc(-c3cccs3)c(C#N)c(SCC(=O)NCc3ccccc3OC)n2)cc1,-5.0,11.4*,-5.6,-31.9,-0.0763,48.6*,9.7,45.4,-2.2
CCC(C)n1c(SCC(=O)NC(=O)Nc2ccc3c(c2)OCCO3)nc2ccccc2c1=O (configuration not stated),-11.0,nt,0.3,1.1,-1.09,nt,9.5,nt,12.0
Cc1nn(S(=O)(=O)N(C)C)c(C)c1CN1C(=O)c2ccccc2C1=O,-12.0,115.8,6.5,0.8,-0.636,91.0,-18.6,94.2,-1.8
O=C(NCc1ccco1)C1CCN(C(=O)c2cc3sccc3n2Cc2ccc(F)cc2)CC1,-21.0,49.5,-2.0,-2.2,0.762,89.1,-1.0,90.6,14.8
CCOC(=O)c1ccc(NC(=O)CSc2nnc(-c3ccncc3)n2C)cc1,9.0,95.8,-0.8,-0.1,1.42,102.2,-9.2,102.2,2.5
COC(=O)c1ccccc1NC(=O)CC(NCc1ccccc1)C(=O)O (configuration not stated),nt,74.5,1.3,nt,0.204,99.1,-23.8,111.4,nt
Cc1cc2nc(C)c(Cc3ccccc3)c(=O)n2[nH]1,20.0,87.6,-0.4,-3.2,nt,102.0,-6.2,105.4,4.4
CC1(C(=O)CSc2n[nH]c(-c3ccccc3Cl)n2)CCC(=O)O1 (configuration not stated),3.0,nt,-4.5,-3.8,-1.62,nt,11.0,nt,-5.2

# Assay outcomes as filed in PubChem BioAssay.
